Screening results from PubChem BioAssay.
NALP1 inh = blocks the NALP1 inflammasome reconstituted in yeast | S. cerevisiae NALP1/ASC/caspase-1 growth, X-gal OD620, 72 h | inhibition, % at 10 µM | 280,000 tested, 0.61% active; in the data active = inhibition mostly above about 24%, no sharp cut-off; inactive = mostly below about 32%; note: some compounds called inactive have numbers as strong as hits
GPR7 antag = blocks human GPR7 receptor signaling; GPR7-expressing cells, fluorescence antagonist assay; P48145; inhibition, % at 4.4 µM; 290,000 tested, 1.1% active; in the data active = inhibition above about 16%, passing the limit was not always enough;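 note: cells stimulated with the agonist NPW; 0% = agonist with vehicle and 100% = vehicle without agonist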
VIM-2 inhibitor = blocks Pseudomonas aeruginosa VIM-2 metallo-beta-lactamase; AID 1527; purified VIM-2, nitrocefin hydrolysis, epi-absorbance fluorescence; 290,000 tested, 0.89% active; inhibition, % at 5.6 µM;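 active = inhibition above the mean of all tested compounds plus 3 SD, cutoff set per screening run, cut at about 7.5% in these data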;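 note: red hydrolysis product quenches plate fluorescence so inhibitors raise well fluorescence; 0% = enzyme with DMSO and 100% = DMSO without enzyme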
PHOSPHO1 block = blocks human PHOSPHO1 phosphatase activity; Q8TCT1; recombinant PHOSPHO1, absorbance phosphatase assay; inhibition, % at 13.3 µM; 290,000 tested, 1.1% active; in the data active = inhibition above about 60%
IDE act = activators of human insulin-degrading enzyme in cells. P14735. HEK cells, FAbeta-B cleavage, fluorescence polarization; 0% vehicle, 100% cell-free pure enzyme wells. activation, % at 5.96 µM. 340,000 tested, 0.073% active. AID 493087;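 active = activation above the mean of all tested compounds plus 3 SD, set per screening campaign, cut at about 17% in these data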
p-CIP stab down = lowers stability of the mouse p/CIP coactivator protein. Q05BA5. F442A p/CIP-EGFP cells, EGFP fluorescence, 16 h. decrease of EGFP signal, % at 10 µM. 290,000 tested, 0.01% active. AID 1984;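 active = EGFP signal decrease of at least 30% at 10 µM or well 3 SD below plate mean, unless failing retest; inactive = the rest, including hits failing retest or dose response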; note: some compounds called inactive have numbers as strong as hits; many of its hits are not listed in these tables
Target sequence (Q05BA5 1-1403): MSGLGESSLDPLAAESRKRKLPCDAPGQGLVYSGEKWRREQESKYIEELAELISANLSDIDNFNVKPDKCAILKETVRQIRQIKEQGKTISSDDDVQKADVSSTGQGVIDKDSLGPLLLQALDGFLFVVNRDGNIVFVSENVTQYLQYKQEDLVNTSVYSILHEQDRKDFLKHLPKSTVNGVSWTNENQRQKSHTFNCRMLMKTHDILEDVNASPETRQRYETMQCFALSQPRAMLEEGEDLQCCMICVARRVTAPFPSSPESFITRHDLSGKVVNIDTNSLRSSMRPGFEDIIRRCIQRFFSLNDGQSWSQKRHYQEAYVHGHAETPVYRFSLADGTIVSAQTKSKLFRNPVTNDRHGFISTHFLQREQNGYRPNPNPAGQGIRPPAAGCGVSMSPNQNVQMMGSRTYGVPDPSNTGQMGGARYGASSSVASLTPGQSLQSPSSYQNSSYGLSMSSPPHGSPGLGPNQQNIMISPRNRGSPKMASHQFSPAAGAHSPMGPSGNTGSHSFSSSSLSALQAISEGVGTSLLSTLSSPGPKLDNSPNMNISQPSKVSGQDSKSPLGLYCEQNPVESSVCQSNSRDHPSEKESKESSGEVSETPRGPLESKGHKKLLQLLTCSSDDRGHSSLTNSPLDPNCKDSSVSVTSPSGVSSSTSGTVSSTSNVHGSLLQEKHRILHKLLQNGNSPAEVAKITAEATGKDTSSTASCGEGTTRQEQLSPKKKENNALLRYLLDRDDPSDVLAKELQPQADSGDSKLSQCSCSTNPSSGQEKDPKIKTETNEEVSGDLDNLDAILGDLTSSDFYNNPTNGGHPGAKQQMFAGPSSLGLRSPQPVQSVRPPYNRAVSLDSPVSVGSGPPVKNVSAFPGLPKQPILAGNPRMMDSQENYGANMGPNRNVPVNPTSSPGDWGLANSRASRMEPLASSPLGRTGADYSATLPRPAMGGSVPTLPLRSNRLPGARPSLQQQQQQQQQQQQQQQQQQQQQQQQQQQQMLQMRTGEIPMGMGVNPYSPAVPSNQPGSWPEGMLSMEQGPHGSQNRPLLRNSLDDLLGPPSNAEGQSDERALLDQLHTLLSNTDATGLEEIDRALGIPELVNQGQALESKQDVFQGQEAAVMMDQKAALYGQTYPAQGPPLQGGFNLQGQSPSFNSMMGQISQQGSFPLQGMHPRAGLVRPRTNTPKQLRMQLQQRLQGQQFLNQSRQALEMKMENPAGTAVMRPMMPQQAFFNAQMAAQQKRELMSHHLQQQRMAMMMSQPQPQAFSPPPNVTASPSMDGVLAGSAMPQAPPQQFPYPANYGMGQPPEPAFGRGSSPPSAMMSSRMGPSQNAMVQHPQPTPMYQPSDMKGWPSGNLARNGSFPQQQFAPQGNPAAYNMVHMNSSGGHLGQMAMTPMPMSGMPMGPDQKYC
IDE cell inh = inhibitors of human insulin-degrading enzyme in cells; P14735; HEK cells, FAbetaB cleavage, fluorescence polarization; inhibition, % at 5.59 µM; 320,000 tested, 0.41% active;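 active = percent inhibition above the average of all tested compounds plus 3 SD, set per screening campaign, cut at about 16% in these data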;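 note: IDE supplied by intact live HEK cells; FP after avidin binding of uncleaved biotin substrate so inhibition keeps polarization high; 0% = DMSO wells and 100% = 60 µM reference IDE inhibitor Ii1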
IMP-1 inhibitor = inhibitors of Pseudomonas aeruginosa IMP-1 metallo-beta-lactamase | 290,000 tested, 0.45% active | purified IMP-1, nitrocefin hydrolysis, epi-absorbance fluorescence | inhibition, % at 5.6 µM;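 active = inhibition above the mean plus 3 SD of all compounds in the same screening run, cut at about 4.5% in these data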;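 note: 0% = IMP-1 with DMSO and 100% = DMSO wells lacking enzyme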
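system = purified recombinant IMP-1 beta-lactamase | amount = 0.2 nM IMP-1, as dispensed | medium = HEPES buffer pH 7.1 with ZnSO4 and Brij 35 | times = 25 °C, 15 min preincubation, 25 min reaction | detection = plate fluorescence quenching by hydrolysis product, ex 480/em 530 nm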
PfM18AAP inh = PfM18AAP enzyme inhibition; recombinant PfM18AAP, H-Glu-NHMec fluorogenic cleavage; AID 1822; 290,000 tested, 1.2% active; inhibition, % at 7.35 µM;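 active = inhibition above the campaign mean inhibition over all tested compounds plus 3 SD, cut at about 28% in these data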;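 note: 0% = plate median of test compound wells and 100% = 2 mM ZnCl2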
Starred values were filed as active, the others as inactive; x = no result given.

SMILES	NALP1 inh	GPR7 antag	VIM-2 inhibitor	PHOSPHO1 block	IDE act	p-CIP stab down	IDE cell inh	IMP-1 inhibitor	PfM18AAP inh
COC(=O)c1ccccc1NC(=O)CN(c1c(C)cccc1C)S(C)(=O)=O	2	2	2.5	19	-2	5	4	-2.5	-3
NS(=O)(=O)c1cccc(NC(=O)c2cc(-c3cccs3)nc3ccccc23)c1	0	-15	-1.2	28	3	-4	2	-3.7	2
Cc1cc(NCc2cccnc2)nc(N)n1	7	-10	-3.6	-5	3	-2	4	-5.2	-8
O=C(COc1ccccc1Cl)Nc1cccnc1	9	-18	-3.2	18	-3	7	0	-2.4	3
CSc1ccccc1NC(=O)CN(c1ccccc1)S(=O)(=O)N(C)C	x	-3	-3.8	0	9	-9	2	-5.0	-3
COc1ccc(NC(=O)/C(=C\c2cc(OC)c(OC)cc2[N+](=O)[O-])NC(=O)c2ccccc2)cc1	0	-2	-1.3	37	5	-1	-3	-0.9	0
CCOC(=O)c1cnc(-n2nc(C)cc2C)nc1NNc1cc(C)nc(-c2ccccc2)n1	25	-8	-1.4	14	10	-6	6	-2.5	-2
COc1ccccc1/C=C/C(=O)OCC(=O)Nc1ccc(Cl)cn1	11	-9	-2.3	-13	2	-1	1	-2.7	3
Cc1cccc(Cl)c1NC(=S)NN	x	-2	-2.0	-25	7	9	0	-4.9	6
CC1CCN(c2nc(N3CCCCC3)nc(N3CCCCC3)n2)CC1	12	-5	-2.9	34	6	5	6	-3.0	2
COc1cccc(C(=O)Nc2ccc3c(c2)C(=O)c2ccccc2C3=O)c1	-2	-2	-1.1	-4	-1	-8	5	-4.5	-2
CCCCNC(=O)N1CCN(c2ccccc2OCC)CC1	6	-1	-2.6	33	5	-7	4	-0.8	-1
Cc1ccc[n+](-c2[nH]c(=O)sc2/C=N/NC(=O)c2ccccc2[O-])c1	17	-10	-5.8	-24	3	5	-3	-4.5	15
COc1cc2nc(SCC(=O)NCc3ccco3)n(Cc3ccc(Cl)cc3)c(=O)c2cc1OC	12	-4	-2.4	-8	0	7	-3	-3.2	6
CCOC(=O)C1=C(C)N=C2SCCC(=O)N2[C@@H]1/C=C/c1ccccc1	-12	1	-1.9	33	0	-6	0	-0.8	-3
Cc1cccc(C)c1NC(=S)N/N=C/c1ccc(OCCC(C)C)cc1	-4	-12	-2.9	16	3	0	3	-2.8	-2
Cn1c(Oc2ccccc2NCc2cccc(Br)c2)cc(=O)n(C)c1=O	4	31*	-2.5	46	-12	-12	-1	-1.1	-3
COc1cc(C(=O)N/N=C/c2ccccn2)cc(OC)c1OC	-2	-1	-3.5	40	-4	-8	6	-1.1	2
Cc1nc2cc(-c3ccccc3)[nH]n2c(=O)c1C	7	-20	-1.5	39	-4	-12	7	-2.5	4
CCn1c(=O)n(CC)c2cc(S(N)(=O)=O)ccc21	4	-7	2.7	-2	10	-7	5	-2.3	4
CCCc1nnc(SCC(=O)Nc2ccc(C(=O)OCC)cc2)o1	11	-4	-2.7	30	-1	-11	3	-5.6	1
Cc1cc2c(=O)n(C)c(SCC(=O)Nc3ccccc3)nc2s1	20	-5	1.4	15	-3	-22	-2	-1.4	-5
O=C(N/N=C\c1ccc(Br)cc1)c1ccc(Cn2cccn2)o1	10	2	-2.9	0	-4	-12	4	-2.2	-4
O=C(CCN1C(=O)C2CCCCC2C1=O)Nc1nc(-c2ccccc2)cs1 (centres undefined)	2	-9	-3.1	32	2	1	-1	-3.7	6
Cc1ccc(S(=O)(=O)C(c2ccccc2)c2c(C)noc2C)cc1 (centres undefined)	16	-8	-5.8	-15	-3	9	-2	-2.4	1
COc1cc(OC)c(C(=O)O/N=C(\N)c2ccccc2)cc1OC	18	9	0.4	28	2	-8	-2	-0.8	0
CCOC(=O)C(C)Sc1nc(=O)n2ccccc2n1 (centres undefined)	12	-12	-3.3	4	-1	10	0	-3.3	-1
O=C(O)c1ccccc1NS(=O)(=O)c1ccc2c3c(cccc13)C(=O)N2	4	-1	-4.0	25	5	2	-1	-1.7	-16
O=C(c1ccco1)N1CCN(C(=O)c2sccc2-c2ccccc2)CC1	-3	24	-1.8	4	7	4	3	-2.3	-8
CNS(=O)(=O)c1cccc(C(=O)OCc2cc(=O)n3cc(Br)ccc3n2)c1	29	-13	-0.4	-30	7	-12	0	-2.4	4
COc1ccc(OCc2cc(=O)[nH]c3ccccc23)cc1	21	2	-2.3	19	-1	-1	-1	-4.3	-2
CCOc1ccccc1N1CCN(C(=O)C2c3ccccc3Oc3ccccc32)CC1	14	15	-1.5	15	6	-2	2	0.7	-4
O=C(O)c1cc2nc(C3CC3)cc(C(F)(F)F)n2n1	16	-6	-2.8	6	0	0	0	0.4	2
C1CCC(n2nnnc2CN2CCN(C3CCCC3)CC2)CC1	11	-8	-1.7	8	4	-8	-5	1.3	-10
COCCn1c(SCC(=O)Nc2ccc(F)cc2F)nc2c([nH]c3ccccc32)c1=O	11	6	-0.9	29	2	13	-1	-0.7	1
COc1ccccc1NC(=O)c1cc2ccccc2nc1C	-3	0	-0.8	20	7	-5	7	-2.2	1
CC(C)OCCCNC(=O)C1CCC(=O)N1C(C)C (centres undefined)	11	-3	-2.9	5	2	6	10	-2.0	4
CCCCOC(=O)c1ccc(NC(=O)C(=O)NCCN(CC)CC)cc1	x	4	-1.3	-2	7	-10	7	-1.4	-7
CCCCCC(=O)N/N=C(\C)c1ccc(NC(=O)c2ccco2)cc1	16	-2	-3.0	-5	5	-6	5	-3.0	1
CCc1ccccc1NC(=O)C1CCCN(S(=O)(=O)c2c(C)noc2C)C1 (centres undefined)	20	4	-2.8	10	-1	-22	1	-3.0	4
Cc1cc(=O)oc2c3c(cc(OCC(=O)NCC4CCC(C(=O)O)CC4)c12)OC(C)(C)CC3 (centres undefined)	-2	-2	-1.4	34	8	9	2	-1.7	1
COC(=O)c1cccc(N2C(=O)c3ccccc3S2(=O)=O)c1	7	-11	3.2	92*	-1	-8	5	3.3	-4
CS(=O)(=O)N1CCC(C(=O)N2CCN(c3ccccc3F)CC2)CC1	7	-6	0.5	-1	4	1	-8	-1.1	-3
Cc1cccc(CN2CCC(C(=O)Nc3cccc(-c4cccc(F)c4)c3)CC2)n1	10	8	-1.5	-22	5	-5	1	-0.1	-7
O=C(/C=C/c1c(Cl)nc2ccccn12)N1CCN(c2ccccc2F)CC1	6	-11	-3.1	24	2	-12	0	-1.6	7
CCCC(=O)Nc1ccc(-c2nc3ncccc3o2)cc1	9	-13	-0.5	-3	6	-5	x	-3.7	-4
Cc1ccc(C(C(=O)NC(C)(C)C)N(CC2CCCO2)C(=O)CCC(=O)Nc2ccccn2)cc1 (centres undefined)	7	10	-0.8	45	2	-16	-4	-1.3	-5
CCOC(=O)N1CCN(C(=O)c2cc3sccc3n2C)CC1	31	-5	-0.1	-3	5	6	-3	-1.7	-3
COC(=O)C(CC(C)C)NC(=O)c1cc(OC)c(OC)c(OC)c1 (centres undefined)	13	5	0.3	-16	-4	-13	8	-3.3	-2
Cc1ccc2c(C(=O)CN3CCN(C4CCCCC4)CC3)c(C)[nH]c2c1	-31	-7	1.6	-6	0	4	0	3.6	-7
CCc1ccc(N2C(=O)CC(N3CCC(C(=O)OC)CC3)C2=O)cc1 (centres undefined)	13	-7	-2.8	-11	4	-10	4	-1.6	-9
O=C(OCc1ccc(Br)cc1)c1cccnc1Cl	16	6	0.9	28	-2	-1	-5	-0.6	-10
Cc1c(C(=O)N/N=C/c2c(O)ccc3ccccc23)nnn1-c1nonc1N	14	-18	-6.2	32	6	-10	1	-2.5	0
COc1ccc(Cc2nnc(NC(=O)CSc3ccccc3)s2)cc1	38	-1	0.8	29	7	-10	-2	-0.9	-10
O=C(CN=C1NC(=O)C(c2ccccc2)(c2ccccc2)N1)NCc1ccc(F)cc1	20	-1	-2.2	-10	9	-10	-3	-3.2	-6
Cc1ccccc1-c1nc(CS(=O)(=O)CC(=O)NC(C)c2ccccc2)c(C)o1 (centres undefined)	17	-9	-2.5	40	3	-2	2	-0.7	3
CC(C)(C)C(=O)[C@@H]1[C@@H]2C(=O)N(Cc3ccccc3)C(=O)[C@@H]2[C@H]2c3ccccc3C=CN12	-8	16	-2.7	26	x	-10	x	-3.4	21
CC1CCN(C(=O)COC(=O)c2n[nH]c3ccccc23)CC1	12	-11	-1.1	1	1	8	4	-2.2	-8
O=C(CSc1nnc(-c2cc3ccccc3cc2O)n1Cc1ccco1)c1ccc(F)cc1	-1	-14	-1.2	81*	8	-21	-2	3.3	8
COCCN=c1scc(-c2ccc3c(c2)NC(=O)CO3)n1/N=C(\C)c1ccc(O)cc1	-5	-11	-4.7	6	-4	-9	6	-2.3	6

Results in IDE act, PHOSPHO1 block and IDE cell inh (two entries from above):
canonical_smiles	IDE act	PHOSPHO1 block	IDE cell inh
CS(=O)(=O)N1CCC(C(=O)N2CCN(c3ccccc3F)CC2)CC1	4	-1	-8
CCCCOC(=O)c1ccc(NC(=O)C(=O)NCCN(CC)CC)cc1	7	-2	7

New compounds follow.
SMILES	NALP1 inh	GPR7 antag	VIM-2 inhibitor	PHOSPHO1 block	IDE act	p-CIP stab down	IDE cell inh	IMP-1 inhibitor	PfM18AAP inh
Cc1ccc(N2CC(C(=O)Nc3nnc(SCCC4OCCO4)s3)CC2=O)cc1C (centres undefined)	13	-18	-1.6	-42	3	13	-2	-1.1	-8
COc1ccc(-c2c(C)nn3c(N4CCCCCC4)cc(C)nc23)cc1OC	25	-12	-3.9	33	-1	2	2	-2.7	3
CCOC(=O)CCSc1nc(C(C)(C)C)cc(C(F)(F)F)c1C#N	4	-7	-2.0	10	3	-10	-2	-2.0	-21
Cc1cn(-c2cc(NC(=O)c3ccc(C)c(NC(=O)c4cccc(-c5cn[nH]c(=O)c5)c4)c3)cc(C(F)(F)F)c2)cn1	14	-7	2.2	-13	5	6	-6	20*	-8
O=C(COc1ccc2c3c(c(=O)oc2c1)CCC3)NCCCN1CCCC1=O	-10	-10	11*	21	4	-4	7	-0.4	-4
COc1ccc(C2c3sc(=O)[nH]c3SC3C4CCC(C4)C23)cc1OC (centres undefined)	15	-2	6.8	12	4	1	1	-3.3	7
COc1ccc(-n2c(SC)nc3sc4c(c3c2=O)CCN(C)C4)cc1	16	-6	1.6	36	-3	-27	x	-3.2	21
CCCn1c(/C=N/Nc2nc3ccccc3[nH]2)nc2ccccc21	32	-7	-7.4	-27	3	0	x	-4.7	2
COc1cccc(NC(=O)C2CCCN(S(=O)(=O)c3ccc(-n4cnnn4)cc3)C2)c1 (centres undefined)	10	-13	0.4	18	6	-6	1	-2.8	-3
O=C(COc1ncnc2ccccc12)NC(=O)NCc1ccccc1	x	-5	0.1	x	6	x	2	-0.7	-4
CCn1nc(C)c(CNC(=O)CC2C(=O)NCCN2CC(C)C)c1C (centres undefined)	6	-17	-1.9	-6	5	-4	0	-2.1	7
COc1ccc(Cc2nnc(SCC(=O)N(C)c3ccccc3)o2)cc1	8	-3	-1.1	5	5	7	-3	-3.4	2
COC(=O)CSCC(=O)Nc1nnc(-c2ccccc2C)s1	23	-3	-1.3	-8	-5	-5	1	-2.1	-1
